SENP8 inh – blocks human SENP8 cleavage of Nedd8 substrate | hit rate 0.64% among 360,000 | Q96LD8 | recombinant SENP8, Nedd8 substrate fluorescence | inhibition, % at 20 µM; in the data active = inhibition mostly above about 40%, no sharp cut-off; inactive = mostly below about 27%
Target sequence (Q96LD8 whole entry, looked up): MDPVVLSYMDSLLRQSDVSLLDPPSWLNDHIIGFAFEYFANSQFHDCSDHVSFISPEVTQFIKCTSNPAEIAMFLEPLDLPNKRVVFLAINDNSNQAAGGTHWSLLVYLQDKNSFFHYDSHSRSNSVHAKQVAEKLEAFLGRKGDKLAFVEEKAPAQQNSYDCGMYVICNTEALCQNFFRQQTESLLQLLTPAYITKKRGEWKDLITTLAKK
SENP1 FRET inh – SENP1 (human) catalytic domain inhibition; recombinant SENP1 catalytic domain, CyPet-SUMO1-YPet FRET cleavage; hit rate 0.21% among 360,000; AID 624204; Q9P0U3; inhibition, % at 10 µM;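 active = inhibition at least 30% at 10 µM, raw YFP signal under a set limit, fluorescence ratio 0.5 to 1.5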;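 also: 0% = enzyme with DMSO and 100% = no enzyme wells; some results filed as inactive read as strong as hits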
Target sequence (Q9P0U3 419-644 limits assumed): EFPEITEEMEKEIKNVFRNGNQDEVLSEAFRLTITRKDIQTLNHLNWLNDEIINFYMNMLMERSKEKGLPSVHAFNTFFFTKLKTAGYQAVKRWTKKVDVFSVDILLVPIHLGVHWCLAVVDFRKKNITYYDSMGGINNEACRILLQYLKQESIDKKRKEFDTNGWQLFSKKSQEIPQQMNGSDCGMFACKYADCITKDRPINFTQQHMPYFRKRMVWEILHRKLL
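Material – human SENP1 catalytic domain · Input – SENP1 enzyme, 20 pM final · Compound dosing – single concentration of 10 µM compound, 0.5% DMSO final · Timing – enzyme reaction for 50 min at room temperature, dark · Measured by – FRET fluorescence in CFP and YFP emission channels · Control set – no-enzyme wells low, DMSO-plus-enzyme wells high control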
The depositor's hits bear a star. The list is partial, so the mix of outcomes need not match the whole.

SMILES	SENP8 inh	SENP1 FRET inh
Nc1c(-c2cccs2)nc2ccccn12	-384	-72
CCSc1nc2sc3c(c2c(=O)n1C1CCCCC1)CCN(C)C3	-344	-51
Cc1cc(Br)cn2c(Cc3ccsc3)c(-c3ccc(F)cc3)nc12	2	0
O=C(NCCCN1CCC(Cc2ccccc2)CC1)C1CCN(S(=O)(=O)N2CCOCC2)CC1	27	2
O=C1C=CC2(O[C@H](c3ccccc3)[C@@H](c3ccccc3)O2)[C@H](Sc2ccccc2O)C1	-3	-7
O=C(O)c1cccc(NN=C2c3ccccc3-c3ccccc32)c1	31	-38
CCOC(=O)C1=C(COC(=O)CNS(=O)(=O)c2c(F)cc(F)cc2Br)NC(=O)NC1C (configuration not stated)	2	3
O=C(CC1C[C@H](C(=O)N2CCOCC2)[C@@]2(CCC3CCCC3)c3[nH]c4ccccc4c3CCN2C1=O)NCc1cccc(C(F)(F)F)c1 (some centres not stated)	-6	-1
O=NN(CC(=O)NN=CC=Cc1ccccc1)CC(=O)NN=CC=Cc1ccccc1	17	0
CC1(C2CCC3C4CCC5CC6(CCC5(C)C4C(=O)CC32C)OCCO6)OCCO1 (configuration not stated)	10	0
Cc1cc(C(=O)N2CCc3ccccc3C2)c(C)o1	0	-6
CC(C)CC#Cc1ccc2c(c1)O[C@H](CN(C)C(=O)Cc1ccncc1)[C@H](C)CN([C@H](C)CO)S2(=O)=O	-10	-26
COc1cccc2c1C1COC3C4CC(C(=O)O)C(C(C2)N13)N4C (configuration not stated)	-1	-12
CC(=O)Nc1ccc(NCCc2ccco2)cc1	8	-4
Cc1[nH]c2ccccc2c1/C=N/Nc1ccc([N+](=O)[O-])cc1	36	22
O=C(NCc1cccs1)c1ccc(-c2ccc(F)c(F)c2)c2ccoc12	4	0
CC(C)C[C@@H]1CC2=C(C(=O)OC(C)(C)O2)[C@H](c2ccc(Cl)cc2)O1	10	1
Cc1ccc(C)c(S(=O)(=O)N2CCN(C(=O)CCC(=O)NCc3ccc(Cl)cc3Cl)CC2)c1	12	-1
CNC(=O)C[C@H]1C(=O)N(c2ccccc2)C[C@@H]1CSC	7	1
OC(c1cccc(Cl)c1)c1ncc(-c2ccc(Oc3ccccc3)cc2)[nH]1 (configuration not stated)	0	0
Nc1sccc1C(=O)N1CCN(c2ccccc2)CC1	20	3
CN(Cc1ccccc1)C(=O)Nc1c(Cl)cccc1Cl	12	2
O=C(NCC(=O)N1CCC(Cc2ccccc2)CC1)c1ccccc1F	11	1
COC(=O)CC1=C(c2ccc([N+](=O)[O-])cc2)CCC1=O	-12	9
O=S1(=O)N[C@H](Cc2ccccc2)COc2cc(N3CCSCC3)ccc21	8	2
Cc1ccc(Sc2ccc(NC(=O)c3ccc(F)cc3)cc2C#N)cc1	-17	2
O=C(Nc1ccc2c(c1)OCCO2)C1c2ccccc2OCC(=O)N1Cc1cccnc1 (configuration not stated)	10	1
CC1(C(=O)NCC(F)(F)F)CCN1C(=O)C1(c2ccccc2)CC1 (configuration not stated)	10	1
COCCNc1nc(Nc2ccc(F)cc2)c2sccc2n1	-248	2
F[B-](F)(F)c1cc2cc(Br)ccc2s1	13	1
Cc1ccn2c(=S)[nH]nc2c1	-146	2
CC(C)C1C(=O)N(Cc2cn(CC3CCCCC3)nn2)CCS(=O)(=O)N1Cc1ccc(-c2ccc(Cl)cc2)cc1 (configuration not stated)	11	2
CCc1nc2ccc(C(=O)NCCCn3ccnc3)cn2c1N(CC)Cc1cccc(Br)c1	-3	0
CCOC(=O)c1cc2c(=O)n3cccc(C)c3nc2n(Cc2ccco2)c1=NC(=O)c1ccc(C)cc1	-44	-47
COc1cc(C(=O)NCCNc2nc3c(C)cccc3cc2C#N)cc(OC)c1OC	-462	-40
COc1ccc(-c2ccc(C(=O)NCc3ccc(C(F)(F)F)cc3)c3occc23)c(C)c1	-339	1
CCCCC(=O)N(C)c1c(C)nc2ccc(C(=O)N3CCNC(=O)C3)cn12	9	1
Brc1ccc2oc3c(N4CCOCC4)ncnc3c2c1	-49	-3
CC1(C(=O)Nc2ccc3c(c2)OCCO3)CSCC(=O)N1Cc1ccco1 (configuration not stated)	27	3
N#CC1C(=O)NC(=O)C(C#N)C12CCCC2 (configuration not stated)	3	-1
O=C(C[C@H]1CC[C@@H](NS(=O)(=O)c2ccccc2)[C@@H](CO)O1)NCc1ccc(Cl)c(Cl)c1	21	2
CC(C)Cc1ccc(C(C)CC2=CCC(CN(C)C)C2=O)cc1 (configuration not stated)	13	-1
CCN(CC)S(=O)(=O)c1cc(NC(=O)Cc2ccc(S(=O)(=O)N3CCOCC3)s2)ccc1Cl	10	-9
CCc1nc2ccc(C(=O)N3CCN(C)CC3)cn2c1N(C)CCC(C)C	-34	-139
CC(=O)n1nc(-c2ccc(C)cc2)nc1NCc1ccco1	8	3
CC1(C(=O)O)CCCN(C(=O)c2cccnc2Oc2ccccc2)C1 (configuration not stated)	31	4
CCN(CC(=O)Nc1ccc(OC)cc1)C(=O)C1CC(=O)N(Cc2ccccc2)C1 (configuration not stated)	8	3
CC1CCCN(CCC(=O)c2ccccc2)C1 (configuration not stated)	2	-1
CC1(c2nnnn2-c2ccc3c(c2)OCCO3)CCC(=O)N1CCc1ccccc1F (configuration not stated)	9	0
OC(c1ccc(-c2ccccc2)cc1)c1ncc(-c2ccc(C(F)(F)F)cc2)[nH]1 (configuration not stated)	10	-1
More records
SMILES	SENP8 inh	SENP1 FRET inh
COc1ccc(CN2C(=O)CSCC2(C)C(=O)Nc2ccc3c(c2)OCCO3)cc1 (configuration not stated)	21	1
O=C(CCC1CCN(C(=O)CC2=CCCCC2)CC1)NCc1ccc(F)cc1	10	1
CCN(CC)c1ccc(C2NC(=O)c3ccccc3N2)cc1 (configuration not stated)	-494	-12
CCOc1ccc(CCN2C(=O)C(=O)N([C@@H](CC(C)C)CN3CCC[C@H]3CN3C(=O)C(=O)NC[C@@H]3Cc3ccccc3)C[C@@H]2CC(C)C)cc1	9	0
CN(C(=O)c1cccc(NC(=O)Cc2ccc(NC(=O)C3CCN(C(=O)C4CC4)CC3)cc2)c1)C1CCCC1	4	2
O=C(O)c1ccc(Cl)c(NC(=O)C2CCN(S(=O)(=O)c3cccs3)CC2)c1	5	2
Cc1ccc(-c2csc(C(O)c3ccccc3)n2)cc1C (configuration not stated)	10	-1
Oc1c(CN2CCOCC2)cc(CN2CCOCC2)cc1CN1CCOCC1	17	1
O=C(Nc1cccc(Cl)c1)OCCOC(=O)Nc1cccc(Cl)c1	-6	-1
CCOc1ccc(-n2c(SCC(=O)Nc3ccc4c(c3)OCO4)nc3c(c2=O)SCC3)cc1	19	2
O=C(Nc1nnc([C@@H]2C[C@H](O)[C@@H](CO)O2)s1)NC(c1ccccc1)c1ccccc1	19	2
COc1ccc(CCC2(C)OCC(CCCCO)O2)cc1 (configuration not stated)	12	-2
CCOc1ccc(Cl)cc1-c1cc(C(=O)Nc2ccc(C(C)C)cc2)[nH]n1	14	1
CC(C)NC(=O)N1Cc2cc(C(=O)NC3CCCC3)nc(-c3cccc(-c4cccnc4)c3)c2[C@H]1CCO	8	1
COCCNC(=O)C1(C)CCCN(C(=O)COc2ccccc2)C1 (configuration not stated)	9	1
CC(=O)Oc1ccccc1Cn1c(C)c(C(=O)NCc2cccc([N+](=O)[O-])c2)sc1=O	4	-2
O=c1c2ccccc2sc2c(CO)ccc(NCCN3CCCCC3)c12	41*	27
N#CC(C#N)=C1C=CC=CN1/C(=C\c1ccco1)C(=O)c1ccccc1	-256	-37
COc1cccc(-c2cccc(-c3nc(C(=O)NCc4ccc5c(c4)OCO5)cc4c3[C@H](CCO)N(S(=O)C(C)(C)C)C4)c2)c1 (some centres not stated)	7	-4
O=[N+]([O-])c1cc(F)cc(F)c1Nc1cc(F)cc(F)c1	23	2
CCCCc1c(-c2ccccc2OC)ncn1CCc1cccc(OC)c1	8	-4
COc1ccc(Cn2c(=O)oc3ccccc32)cc1	9	1
Cc1cc(O)ccc1Nc1cc(-c2cccc(N)c2)ncn1	-73	-2
N#CC1=C(N)Oc2ccc3ccc(O)cc3c2C1c1ccsc1 (configuration not stated)	-44	23
COCCNc1nc(NCc2ccc(C)cc2C)c2sccc2n1	-34	1
CCOC(=O)N(C)C[C@H]1OCc2cn(nn2)CCCC(=O)N([C@H](C)CO)C[C@@H]1C	23	0
Cc1ccc(OCCC(=O)OCC(=O)NCCNC(=O)COC(=O)CCOc2ccc(C)cc2)cc1	14	3
CCCNC(=O)c1cc(C2CCCCN2C(=O)CCCc2ccccc2)on1 (configuration not stated)	11	2
CC1(CN2CCCC2)CCC(NC(=O)C(c2ccccc2)c2ccccc2)C(C)(C)O1 (configuration not stated)	16	-15
N#Cc1ccc(Nc2nc(NCc3ccccc3)nc3ccsc23)cc1	-491	3

Single records (already shown):
Cc1cc(O)ccc1Nc1cc(-c2cccc(N)c2)ncn1 is entered as SENP8 inh: -73; SENP1 FRET inh: -2
Cc1ccc(OCCC(=O)OCC(=O)NCCNC(=O)COC(=O)CCOc2ccc(C)cc2)cc1 is entered as SENP8 inh: 14; SENP1 FRET inh: 3

A section taken from the entries so far:
SMILES	SENP8 inh	SENP1 FRET inh
CCCCc1c(-c2ccccc2OC)ncn1CCc1cccc(OC)c1	8	-4
COc1ccc(Cn2c(=O)oc3ccccc32)cc1	9	1
Cc1cc(O)ccc1Nc1cc(-c2cccc(N)c2)ncn1	-73	-2
N#CC1=C(N)Oc2ccc3ccc(O)cc3c2C1c1ccsc1 (configuration not stated)	-44	23
COCCNc1nc(NCc2ccc(C)cc2C)c2sccc2n1	-34	1
CCOC(=O)N(C)C[C@H]1OCc2cn(nn2)CCCC(=O)N([C@H](C)CO)C[C@@H]1C	23	0
Cc1ccc(OCCC(=O)OCC(=O)NCCNC(=O)COC(=O)CCOc2ccc(C)cc2)cc1	14	3

(continued)
SMILES	SENP8 inh	SENP1 FRET inh
CCc1nc(CN2CCCC(C(=O)Nc3ccc(-c4cccc(OC)c4)cc3)C2)c(C)[nH]1 (configuration not stated)	1	-2
Cc1ccc(-c2ccc(CN3C(C)C(=O)N(Cc4cn(CC5CCCCC5)nn4)CCS3(=O)=O)cc2)cc1 (configuration not stated)	16	-1
CC(C)c1ccc(NC(=O)c2ccc(-c3ccnn3C)c3ccoc23)cc1	10	2
CCOC1=C(C#N)CC2(CC1)c1ccccc1-c1ccccc12	15	-2
COCCNC(=O)C1(C)CCCN(C(=O)c2ccc(F)c(Cl)c2)C1 (configuration not stated)	2	0
OC[C@@H]1CN(Cc2cccc(C(F)(F)F)c2)C[C@H](n2cnc3c(NC4CC4)ncnc32)O1	14	-5
CCCS(=O)(=O)NC(=O)C1(C)CCN(C(=O)c2ccc(OC)c(F)c2)C1 (configuration not stated)	19	2
CCOC1=C2[C@H](c3ccccc3F)N(S(=O)(=O)c3ccc(C)cc3)C[C@H]2n2c(=O)n(-c3ccccc3)c(=O)n2C1	4	3
CCCCCNC(=O)C(c1ccc(C#N)cc1)n1c(=O)c(-c2ccco2)nc2ccccc21 (configuration not stated)	-416	-29
CC1(C(=O)NCc2ccccc2)CN(S(C)(=O)=O)CC(=O)N1Cc1cccc(C(F)(F)F)c1 (configuration not stated)	12	1
C#CCN1C=CC(=O)[C@@H](OC(=O)Nc2ccc(C)cc2)[C@H]1c1ccccc1Br	-14	-1
N#CC1(Nc2ccc(S(N)(=O)=O)cc2)CCCC1	6	1
COc1ccc(C2c3cc4c(cc3OC(NNC(N)=O)C2C)OCO4)cc1 (configuration not stated)	21	0
CC(c1nc2ccccc2[nH]1)N(C(=O)C1=NNC(=O)CC1)c1ccccc1 (configuration not stated)	0	-4
C[C@H](CO)N1C[C@H](C)[C@@H](CN(C)C(=O)Nc2cccc3ccccc23)OCCCC[C@H](C)Oc2ccc(NS(=O)(=O)c3cn(C)cn3)cc2C1=O	-182	1
CSc1nc(N)c2c(n1)N(C)C=NS2(=O)=O	10	0
Cc1cccc(C)c1NC(=O)C1C(c2ccccc2)=Nc2ccccc2N1C(=O)c1cnccn1 (configuration not stated)	1	37*
COc1ccc(C(O)C(O)(C(=O)OC(C)C)c2ccc(C)cc2)cc1 (configuration not stated)	15	4
COc1ccc(OC)c(NC(=O)C2CC(=O)N(CCc3ccc(F)cc3)C2)c1 (configuration not stated)	8	0
O=C(NCCCN1CCCCCC1)c1ccc(CS(=O)(=O)Cc2ccccc2F)o1	8	-11

Three of the entries above in order of their number in SENP1 FRET inh, ascending:
Structure	SENP1 FRET inh
CC(c1nc2ccccc2[nH]1)N(C(=O)C1=NNC(=O)CC1)c1ccccc1 (configuration not stated)	-4
CSc1nc(N)c2c(n1)N(C)C=NS2(=O)=O	0
Cc1cccc(C)c1NC(=O)C1C(c2ccccc2)=Nc2ccccc2N1C(=O)c1cnccn1 (configuration not stated)	37*

More results:
SMILES	SENP8 inh	SENP1 FRET inh
OC(c1ccccc1)c1ncc(-c2cccc(F)c2)[nH]1 (configuration not stated)	4	2
CN(C)c1nc(N2CCN(c3ccc(F)cc3)CC2)c(C#N)c(=O)o1	18	-1
S=C1SCN(Cc2ccccc2)CN1Cc1ccco1	2	-10
CCOc1cc(OCC)cc(C(=O)N2CCC[C@H]2C(=O)N2CCC[C@H]2C(=O)N[C@@H](C)c2ccccc2)c1	1	1
